MazF activator = increases E. coli MazEF RNase cleavage of RNA; P0AE70; FAM/BHQ RNA-DNA oligo cleavage fluorescence, 5 h; activation, % at 20 µM; hit rate 0.32% among 350,000; in the data active means activation above about 50%
Target sequence (P0AE70 whole entry, looked up): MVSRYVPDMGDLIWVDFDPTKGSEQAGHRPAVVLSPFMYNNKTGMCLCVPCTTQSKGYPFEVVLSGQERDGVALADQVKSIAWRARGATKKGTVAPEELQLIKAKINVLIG
BoNT-F LC inh = inhibitors of Botulinum neurotoxin F light chain protease | AID 588497 | Multiplex microsphere protease cleavage assay, flow cytometry | hit rate 0.22% among 360,000 | inhibition, % at 10 µM; in the data active means inhibition above about 35%, passing the limit was not always enough; inconclusive means no clear call, values can overlap the other calls; further: plate controls were buffer without enzyme for full effect and enzyme alone for no effect
Mtb FBA inh = Mtb fructose-bisphosphate aldolase inhibition; inhibition, % at 1 µM; P9WQA3; hit rate 2.3% among 360,000; purified M. tuberculosis FBA, fluorescence read-out; AID 588726; in the data active means inhibition above about 27%;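 further: 0% = vehicle and 100% = reference inhibitor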
Target sequence (P9WQA3 whole entry, looked up): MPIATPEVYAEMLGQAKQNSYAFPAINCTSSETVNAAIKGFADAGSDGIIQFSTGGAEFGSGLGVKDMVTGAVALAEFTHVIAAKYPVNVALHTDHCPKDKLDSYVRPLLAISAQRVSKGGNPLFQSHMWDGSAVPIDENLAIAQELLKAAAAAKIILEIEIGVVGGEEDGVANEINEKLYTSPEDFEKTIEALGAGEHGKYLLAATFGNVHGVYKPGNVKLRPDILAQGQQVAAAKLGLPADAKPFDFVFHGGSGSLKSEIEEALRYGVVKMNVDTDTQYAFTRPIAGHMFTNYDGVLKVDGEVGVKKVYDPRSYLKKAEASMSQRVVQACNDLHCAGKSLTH
Rv3671c protease = Rv3671c (M. tuberculosis) protease inhibition; P9WHR9; inhibition, % at 5.96 µM; hit rate 0.048% among 320,000; AID 2606; in the data active means inhibition above about 38%;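 further: extracellular domain of Rv3671c used as enzyme; 0% = enzyme with DMSO and 100% = no enzyme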
GDH-TPI counter = inhibits GDH-TPI coupling enzymes, artifact for Mtb FBA screen. GDH-TPI coupled enzyme counterscreen, NADH absorbance. inhibition, % at 4.8 µM. hit rate 1.2% among 360,000. AID 588335; in the data active means inhibition above about 30%;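 further: 0% = DMSO wells and 100% = wells lacking the enzyme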
BioA inh = BioA (M. tuberculosis) enzyme inhibition | purified M. tuberculosis BioA enzyme, plate reader | inhibition, % at 9.99 µM | AID 602481 | hit rate 0.096% among 360,000; in the data active means inhibition above about 40%; inconclusive means no clear call, values can overlap the other calls
UGM FP inh = inhibitors of M. tuberculosis UDP-galactopyranose mutase; P9WIQ1; purified UGM, fluorescence polarization probe displacement; inhibition, % at 10 µM; hit rate 0.06% among 320,000; AID 504406; in the data active means inhibition above about 10%, passing the limit was not always enough; inconclusive means no clear call, values can overlap the other calls
Target sequence (P9WIQ1 whole entry, looked up): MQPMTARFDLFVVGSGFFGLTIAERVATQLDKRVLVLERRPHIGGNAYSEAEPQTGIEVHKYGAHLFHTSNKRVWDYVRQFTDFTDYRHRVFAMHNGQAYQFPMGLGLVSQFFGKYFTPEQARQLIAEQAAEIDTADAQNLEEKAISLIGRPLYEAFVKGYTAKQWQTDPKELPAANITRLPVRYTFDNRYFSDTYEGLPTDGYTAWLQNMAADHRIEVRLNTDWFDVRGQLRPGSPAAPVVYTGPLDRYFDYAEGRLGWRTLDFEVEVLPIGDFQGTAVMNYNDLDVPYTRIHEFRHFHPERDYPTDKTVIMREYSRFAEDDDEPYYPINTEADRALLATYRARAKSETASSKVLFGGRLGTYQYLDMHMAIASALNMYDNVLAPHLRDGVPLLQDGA
PrPC surface inh = reduces human prion protein on the cell surface; P04156; cell surface PrPC, TR-FRET read-out; inhibition, % at 13.8 µM; hit rate 0.43% among 370,000; AID 720596; in the data active means inhibition above about 24%; further: 0% = median of the test wells and 100% = reference compound wells
FadD28 binding = M. tuberculosis FadD28 bisubstrate binding inhibition | FadD28 bisubstrate probe binding, fluorescence polarization | inhibition, % at 12.5 µM | hit rate 0.22% among 360,000 | AID 588549; in the data active means inhibition above about 8.5%, passing the limit was not always enough; inconclusive means no clear call, values can overlap the other calls
* hit, by the source's call; ? = inconclusive; nt = no result given.

SMILES | MazF activator | BoNT-F LC inh | Mtb FBA inh | Rv3671c protease | GDH-TPI counter | BioA inh | UGM FP inh | PrPC surface inh | FadD28 binding
CN(C)C(=S)Nc1nc2ccccc2s1 | 5 | 2 | 5 | nt | 17 | nt | nt | 4 | -1.7
O=C(CN(C1CCCCC1)S(=O)(=O)c1ccc(Cl)cc1)N1CCOCC1 | 3 | -6 | 1 | -16 | -4 | nt | 0.1 | -6 | 1.1
O=C(CNC(=O)c1ccccc1)N/N=C/c1cc(Br)ccc1O | -2 | -34 | 1 | 13 | 9 | -3.0 | 3.3 | 5 | -1.0
Cc1ccc(S(=O)(=O)N(C)C)cc1NC(=O)COC(=O)CCNS(=O)(=O)c1ccccc1 | -1 | nt | 0 | nt | 14 | -0.1 | nt | -5 | -0.3
Cc1[nH]nc(Nc2ccc(O)cc2)c1[N+](=O)[O-] | 8 | -3 | -2 | -11 | -2 | nt | -1.5 | -18 | -1.9
CCc1nc2c(OCc3ccccc3)cccn2c1N(C)C(=O)COc1ccccc1 | nt | 9 | 1 | nt | -6 | -0.5 | nt | 11 | -4.9
COc1ccc(-c2cc(C(F)(F)F)nc(NCc3cccnc3)n2)cc1 | -8 | -1 | 16 | -14 | 13 | nt | -1.8 | 8 | -2.6
CCCCn1c(SCC(N)=O)nc2c(sc3ccccc32)c1=O | -3 | -7 | 6 | 1 | 12 | nt | 1.6 | 4 | -5.2
CSc1ccc(Cn2nnc(C(=O)NCCc3ccc(Cl)cc3)c2N)cc1 | -7 | 0 | 5 | -5 | 3 | -3.5 | -3.9 | 5 | -2.2
CCn1c(C)nc2cc(C(=O)N/N=C/c3ccc(OC)c(O)c3)ccc21 | 8 | -2 | -1 | -5 | 39* | nt | 1.1 | -11 | -5.0
O=C(CSc1nccc(=O)[nH]1)Nc1ccc(Br)c(Cl)c1 | 12 | 20 | -2 | -1 | 6 | 0.0 | 1.1 | -2 | -6.4
Cc1ccc2nc(NC(=O)CCn3c(=O)sc4ccccc43)sc2c1 | -3 | -7 | -3 | -19 | -5 | -0.8 | -2.5 | 6 | -1.6
O=C(CN1CCN(S(=O)(=O)c2ccc(F)cc2)CC1)Nc1cccc(C(F)(F)F)c1 | 2 | -17 | 0 | 2 | -3 | -2.5 | -0.9 | 0 | -1.6
Cc1cccc(C)c1NC(=O)C(c1ccc([N+](=O)[O-])cc1)N1CCCCC1 (stereo not given) | 1 | -2 | -5 | -3 | 11 | 0.0 | 0.7 | 4 | 1.2
CC1CCN(C(=O)Cn2nnnc2CN2CCOCC2)CC1 | 7 | 12 | 0 | 3 | -3 | -0.3 | 0.2 | 1 | -0.9
Cc1csc2c(N3CCN(C(=S)Nc4ccc(C(F)(F)F)cc4)CC3)ncnc12 | 21 | -10 | 2 | -13 | 14 | 0.9 | 1.7 | 6 | -1.6
O=C(c1ccc(O)c(Br)c1)c1cc(Br)ccc1O | -5 | 3 | -5 | nt | 35* | 1.0 | nt | -6 | 2.4
CC(C)COC(=O)/C(C#N)=C/c1c[nH]c2ccccc12 | 30 | -13 | 3 | -10 | 6 | nt | 2.2 | 2 | 1.9
COc1ccc(CNC(=O)C2CCN(C(=O)N(C)C)CC2)c(OC)c1 | 4 | -3 | 3 | -3 | 0 | -1.5 | -2.3 | nt | -0.5
O=C(C[n+]1ccc(C(=O)NCCCO)cc1)c1cccc(Br)c1 | 7 | ? | -2 | 0 | -2 | nt | 1.5 | -2 | -3.4
O=C(Nc1ccccc1N1CCN(c2ccccc2)CC1)c1ccccc1 | 3 | -6 | -1 | 0 | 1 | nt | 2.8 | -1 | 0.0
O=c1c2ccccc2c2c(O)nc(-c3ccccc3)n2n1Cc1ccccc1 | -21 | -10 | 3 | -3 | 7 | 1.0 | -2.6 | 0 | 0.4
CCSc1nc2ccc(N3C(=O)C4C5C=CC(C5)C4C3=O)cc2s1 (stereo not given) | 3 | -10 | 4 | -17 | -1 | nt | 1.7 | 4 | -0.3
CCOc1ccccc1C(=O)NCC(=O)NNC(=O)c1cccs1 | 7 | -6 | 1 | 0 | 1 | -0.2 | 0.3 | 6 | -1.4
COC(=O)c1sc(NC(=O)COc2ccc(OC)cc2)nc1C | 15 | 2 | 3 | 0 | 2 | nt | 1.8 | -1 | 1.3
Cc1ccc(NS(=O)(=O)c2ccc(NC(=O)c3cccs3)cc2)cc1 | 74* | -5 | 2 | -29 | -4 | 1.3 | 0.0 | 3 | -2.4
COc1ccccc1NC(=O)CN1CCN(CC(=O)Nc2cc(NC(C)=O)ccc2OC)CC1 | -11 | 8 | 3 | 5 | -4 | 0.9 | -0.3 | 7 | -2.7
CCOc1ccccc1OCC(=O)Nc1nnc(COC)s1 | 0 | 53* | 0 | 4 | 10 | 0.4 | 3.0 | 0 | -1.2
CC(C)[C@H](NC(=O)C1CCN(S(=O)(=O)c2ccccc2)CC1)C(=O)NCc1ccco1 | 8 | 4 | -1 | 10 | 1 | -4.1 | -0.5 | -3 | -3.2
COC(=O)C1=C(c2cccc(C#N)c2)C[C@@H]2CC[C@H]1N2C(=O)NCCCOC(C)C | 3 | -4 | 3 | -5 | 15 | 1.4 | 1.5 | 3 | -1.1
O=C(Oc1ccc2c(=O)c(Oc3ccc4ccccc4c3)coc2c1)c1cccnc1 | 2 | 1 | 24 | -15 | 19 | -1.7 | -1.2 | 1 | 1.2
COc1ccc(OCC#CCNC(C)(C)C)cc1 | 5 | -3 | -5 | 4 | -11 | -1.4 | -2.3 | -2 | -3.9
COc1ccc(S(=O)(=O)N(CCc2ccccc2)CC(=O)NCCCO)cc1 | 6 | -18 | 3 | 4 | 4 | nt | -0.7 | -3 | -0.7
Cn1nnc(-c2ccc(OCc3ccccc3F)cc2)n1 | 3 | -3 | 0 | -1 | -1 | -0.6 | -1.5 | 11 | -2.1
O=C(NCCC1=CCCCC1)C(c1ccccc1)c1ccccc1 | 4 | -4 | 0 | -5 | 5 | -2.7 | 2.0 | 4 | -1.8
O=C(Nc1ccnn1C1CCN(CCCC2CCCC2)CC1)c1ccccc1Cl | -5 | 2 | 1 | 4 | 2 | 3.2 | 2.1 | -15 | -2.8
Cc1ccc(S(=O)(=O)NCC(=O)OCC(=O)N(C)C2CCS(=O)(=O)C2)cc1 (stereo not given) | 7 | -21 | -2 | 0 | -11 | -1.4 | 2.7 | 7 | -3.0
Cc1nc2c(c(C)nn2-c2ccccc2)c(C)c1CCC(=O)Nc1ccc(CN2CCCC2)cc1 | 0 | 4 | 30* | -3 | 8 | -1.0 | 0.3 | -14 | -7.2
Cc1ccc(C)n1NC(=O)c1ccc(Cl)cc1Cl | -5 | -4 | -2 | -16 | 7 | 0.1 | 2.0 | -3 | 1.1
Cc1ccc(C)c(Cn2c(CO)nc3ccccc32)c1 | 7 | -2 | 1 | 3 | 13 | 1.4 | -1.9 | 6 | -3.5
O=S(=O)(c1ccc(OCc2ccc(Br)cc2)cc1)N1CCOCC1 | 6 | -4 | 1 | 2 | 0 | -1.0 | 0.0 | 0 | nt
CC(C)Cc1ccc(S(=O)(=O)Nc2cccnc2)cc1 | -2 | -13 | -1 | -3 | 4 | 0.2 | 1.4 | 8 | 1.7
COc1ccccc1/C=C\C(=O)NCC(=O)N/N=C/c1cccc(OC)c1O | -19 | 4 | 4 | 3 | 15 | -0.8 | -0.1 | 5 | -5.6
Cc1ccc(CSC2=NCCN2S(=O)(=O)c2ccccc2)cc1 | 7 | -6 | -4 | -2 | 14 | nt | -0.1 | 9 | -1.9
Cc1ccc(NC(=O)C2CCN(C(=O)c3ccc(F)cc3)CC2)nc1 | 3 | 4 | -2 | -3 | 8 | 1.0 | 2.7 | 1 | -2.6
COc1ccccc1-n1c(-c2cccs2)nc2ccccc2c1=O | 4 | -6 | 2 | 5 | 7 | nt | -1.3 | -1 | -8.5
CCCc1nnc(SCC(=O)N2CCCCC2C)n1CC1CCCO1 (stereo not given) | 2 | -15 | 1 | 8 | 2 | nt | 1.5 | -1 | -1.1
CCOC(=O)C1CCCN(Cc2cccs2)C1 (stereo not given) | 2 | -12 | -3 | 15 | 3 | -5.2 | 1.3 | 3 | 0.0
COc1cccc(CNC(=O)CCc2nc3cc(S(=O)(=O)N4CCOCC4)ccc3n2C)c1 | 1 | nt | -3 | -6 | -1 | -0.5 | 0.0 | -2 | -1.7
Cn1c(O)c(C(=Nc2ccc(F)cc2)c2ccccc2Cl)c(=O)n(C)c1=O | -14 | ? | 1 | 10 | 2 | nt | 5.4 | 8 | -1.5
CCOC(=O)C1=CN(Cc2ccco2)S(=O)(=O)N(C)C1CC (stereo not given) | -8 | -6 | -1 | nt | -12 | 0.0 | nt | 4 | -1.6
COc1ccc(OCC(O)CNS(=O)(=O)c2ccc(C)cc2)cc1 (stereo not given) | 5 | -12 | -1 | 2 | -4 | -0.4 | -0.6 | 1 | 1.8
Cc1cccc(OCC(=O)NCCNC(=O)c2ccccn2)c1 | 4 | -18 | 0 | -2 | 0 | -1.1 | 1.1 | 2 | 0.1
O=C(O)C(F)(F)S(=O)(=O)O | 5 | -14 | 4 | -8 | 15 | -0.1 | -0.4 | 4 | 0.6
CN(Cc1ccccc1)CC(O)COc1ccc(CNCc2nccn2C)cc1 (stereo not given) | 1 | -5 | -3 | 9 | 8 | nt | -1.7 | 3 | -0.5
CCC1C(=O)Nc2ccccc2N1C(=O)COc1ccccc1 (stereo not given) | -2 | -4 | -3 | -3 | -12 | 3.2 | -1.5 | 8 | -3.9
NC(=O)c1nc[nH]c1C(=O)Nc1cccc(C(F)(F)F)c1 | 3 | -8 | -1 | -14 | -2 | -2.5 | 0.5 | -9 | -6.3
COc1cccc(NC(=O)CNc2cc(S(=O)(=O)N3CCOCC3)ccc2N2CCCC2)c1 | 1 | 5 | -2 | -2 | 6 | 7.2 | -4.2 | 4 | -2.2
CCC1(CC)N=C(c2ccccc2)C(=S)N1 | 9 | 1 | -1 | 1 | 19 | 0.9 | 1.2 | 5 | -7.4
COc1cc2[nH]c(=O)n(CCCCCC(=O)N3CC=C(c4ccccc4)CC3)c(=O)c2cc1OC | 4 | -6 | 3 | -15 | -4 | -1.0 | 2.2 | 0 | -1.8

Next section
SMILES | MazF activator | BoNT-F LC inh | Mtb FBA inh | Rv3671c protease | GDH-TPI counter | BioA inh | UGM FP inh | PrPC surface inh | FadD28 binding
COC(=O)c1cc(OC)c(OC)cc1NC(=O)C(C)Sc1ccc(C)cc1 (stereo not given) | -7 | -6 | 0 | -4 | 18 | 0.2 | -0.3 | -6 | -4.5
Cc1ccccc1C(=O)Nc1ccccc1-c1nnn(CC(=O)Nc2ccc3c(c2)OCCO3)n1 | -33 | 12 | 0 | -3 | 6 | 0.4 | 2.7 | 3 | 0.9
Cc1[nH]c2c(Cl)cccc2c(=O)c1CN1CCCC1 | -6 | -7 | -7 | 3 | 2 | -0.2 | 0.8 | -3 | -4.9
CCC(C)(C(=O)Nc1ccc2c(c1)OCCO2)N(C(C)=O)c1ccc(C(N)=O)cc1 (stereo not given) | 10 | 4 | -1 | 6 | 32* | nt | -1.0 | 0 | 0.4
O=C1CCC(=O)N(O)CCCCCNC(=O)CCC(=O)N(O)CCCCNC(=O)CCC(=O)N(O)CCCCCN1 | 12 | -2 | 9 | 5 | 2 | -1.0 | -0.1 | 3 | -0.1
CCn1c(=O)c2ccccc2n2c(SCC(N)=O)nnc12 | 1 | -15 | 1 | -6 | 4 | 0.2 | -0.4 | 10 | -1.1
CCCNC(=O)c1cc(C2CCCN(C(=O)c3ccc(OC)cc3)C2)on1 (stereo not given) | nt | 4 | -2 | nt | 6 | 1.1 | nt | -5 | -3.4

Retrieved one by one from the entries so far:
SMILES | MazF activator | BoNT-F LC inh | Mtb FBA inh | Rv3671c protease | GDH-TPI counter | BioA inh | UGM FP inh | PrPC surface inh | FadD28 binding
CCCNC(=O)c1cc(C2CCCN(C(=O)c3ccc(OC)cc3)C2)on1 (stereo not given) | nt | 4 | -2 | nt | 6 | 1.1 | nt | -5 | -3.4
COC(=O)c1cc(OC)c(OC)cc1NC(=O)C(C)Sc1ccc(C)cc1 (stereo not given) | -7 | -6 | 0 | -4 | 18 | 0.2 | -0.3 | -6 | -4.5

Random draw from the library; about 4.8% have a hit in one of these screens.
